CHRM5 PAM: potentiates acetylcholine response at human M5 receptor | activation, % at 3 µM | hit rate 0.3% among 360,000 | CHO-K1 hM5, Fluo-8 calcium, ACh EC20 PAM; 0% = ACh EC20, 100% = ACh EC100 | P08912 | AID 624038;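 active = activation above the run cutoff, the mean activation of all test compounds plus 3 SD, cut at about 18% in these data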
Target sequence (P08912 whole entry, looked up): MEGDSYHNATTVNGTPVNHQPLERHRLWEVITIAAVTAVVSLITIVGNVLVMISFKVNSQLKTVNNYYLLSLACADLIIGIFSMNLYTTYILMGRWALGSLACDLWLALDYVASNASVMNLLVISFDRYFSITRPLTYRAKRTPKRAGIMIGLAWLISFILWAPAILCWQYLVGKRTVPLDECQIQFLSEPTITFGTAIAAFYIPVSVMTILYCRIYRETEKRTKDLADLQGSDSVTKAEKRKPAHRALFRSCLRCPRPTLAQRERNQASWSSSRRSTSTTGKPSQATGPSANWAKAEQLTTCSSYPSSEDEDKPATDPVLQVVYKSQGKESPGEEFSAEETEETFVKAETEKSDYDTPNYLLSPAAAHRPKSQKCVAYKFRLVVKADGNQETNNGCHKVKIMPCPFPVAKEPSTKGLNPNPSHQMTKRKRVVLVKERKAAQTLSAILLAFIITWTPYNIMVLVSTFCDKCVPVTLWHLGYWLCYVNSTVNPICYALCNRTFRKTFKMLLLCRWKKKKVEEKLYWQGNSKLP
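system = human M5 receptor in CHO-K1 cells | reagent = EC20 acetylcholine as agonist stimulus | compound dosing = single-point, 3 µM nominal | incubation = Fluo-8 loading 80 min at 37 °C plus 30 min room temperature | detection = Fluo-8 calcium dye fluorescence, kinetic read | benchmarks = low control EC20 acetylcholine (0%), high control EC100 acetylcholine (100%)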
CHRM1 antagonist: blocks human M1 muscarinic receptor; P11229; CHO-K1 hM1, Fluo-8 calcium fluorescence, ACh EC80 antagonist; inhibition, % at 3 µM; hit rate 1.3% among 360,000; AID 588852;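 active = percent inhibition above its own plate's cutoff, namely the mean of that plate's compound wells plus 3 SD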;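 also: peak over basal fluorescence ratio during 140 s after agonist addition; 0% = ACh EC80 plus DMSO and 100% = DMSO alone without agonist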
Target sequence (P11229 whole entry, looked up): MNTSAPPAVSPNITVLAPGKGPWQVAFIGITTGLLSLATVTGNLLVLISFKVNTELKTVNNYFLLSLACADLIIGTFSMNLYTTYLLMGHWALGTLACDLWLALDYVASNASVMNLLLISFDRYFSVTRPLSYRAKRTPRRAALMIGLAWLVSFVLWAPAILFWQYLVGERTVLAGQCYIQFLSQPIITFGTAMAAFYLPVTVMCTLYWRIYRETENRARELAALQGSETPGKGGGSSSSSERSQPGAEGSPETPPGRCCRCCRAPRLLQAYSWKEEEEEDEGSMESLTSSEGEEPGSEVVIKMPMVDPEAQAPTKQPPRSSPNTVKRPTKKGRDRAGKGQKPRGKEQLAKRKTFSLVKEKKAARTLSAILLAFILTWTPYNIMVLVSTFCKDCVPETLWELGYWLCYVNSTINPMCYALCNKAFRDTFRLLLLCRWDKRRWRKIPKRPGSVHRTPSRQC
M4 PAM: CHRM4 positive allosteric modulation; hit rate 0.4% among 360,000; activation, % at 3 µM; CHO-K1 hM4/Gqi5, Fluo-8 calcium fluorescence, ACh EC20; 0% = ACh EC20, 100% = maximal ACh; P08173;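 active = activation above its plate's cutoff, the mean activation of sample wells plus 3 SD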; also: some results filed as inactive read as strong as hits
M5 ag: agonists of human muscarinic M5 receptor (CHRM5); AID 624037; hit rate 0.19% among 360,000; CHO-K1 hM5 cells, Fluo-8 calcium fluorescence; 0% DMSO wells, 100% maximal acetylcholine response; activation, % at 3 µM;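 active = activation above the run's mean over test compounds plus 3 SD, cut at about 23% in these data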;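 also: signal is peak over basal fluorescence ratio across the kinetic read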
M4 antag: CHRM4 antagonism in calcium assay; inhibition, % at 3 µM; hit rate 0.73% among 360,000; CHO-hM4 cells, ACh EC80, Fluo-8 calcium fluorescence;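 active = inhibition above its plate's cutoff, the mean inhibition of sample wells plus 3 SD, cut at about 27% in these data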;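 also: 0% = acetylcholine EC80 with DMSO and 100% = DMSO without agonist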
CRFR2-BP ag: agonists of human CRF-binding protein/CRF-R2 receptor complex. HEK293 CRF-R2/CRF-BP, calcium dye fluorescence (FLIPR); percent of saturating CRF peptide response. activation, % at 13.2 µM. hit rate 0.46% among 350,000;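 active = activation of at least 50%, plus an integration ratio under a set limit after plate pattern correction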;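 also: plate controls were neutral control wells without compound for no effect and CRF at EC100 for full effect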
M5 antag: CHRM5 antagonism in calcium assay; CHO-hM5 cells, Fluo-8 calcium fluorescence, ACh EC80; inhibition, % at 3 µM; hit rate 0.59% among 360,000; AID 624040;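 active = inhibition above a per-plate cutoff, the mean of that plate's test compounds plus 3 SD, cut at about 27% in these data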;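 also: 0% = acetylcholine EC80 with DMSO and 100% = DMSO without agonist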
CHRM4 agonist: agonists of human muscarinic M4 receptor (CHRM4); P08173; CHO-K1 hM4/Gqi5, Fluo-8 calcium fluorescence; vehicle 0%, full acetylcholine response 100%; activation, % at 3 µM; hit rate 0.14% among 360,000;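 active = activation above the run mean over all test wells plus 3 SD, cut at about 32% in these data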;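 also: peak over basal fluorescence ratio per well then scaled between controls; 0% = DMSO wells and 100% = acetylcholine at EC100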
CHRM1 PAM: potentiates human M1 receptor response to acetylcholine; P11229; CHO-K1 hM1, Fluo-8 calcium fluorescence, ACh EC20; 0% = ACh EC20, 100% = maximal ACh; hit rate 0.088% among 360,000; AID 588819; activation, % at 3 µM; in the data active = activation above about 19%, passing the limit was not always enough
Starred values were filed as active, the others as inactive.

How did CCC(C)NC(=S)N(CCc1ccccc1)Cc1cc2cc(OC)c(OC)cc2[nH]c1=O (stereo not given) do in these assays?
CHRM5 PAM: -2; CHRM1 antagonist: -2; M4 PAM: -3; M5 ag: -3; M4 antag: 4; CRFR2-BP ag: -11; M5 antag: 2; CHRM4 agonist: 3; CHRM1 PAM: -2

What do the screens show for `CCOC(=O)CCCCC(=O)c1[nH]c(=O)[nH]c1C[n+]1ccc(C)cc1`?
CHRM5 PAM: 1; CHRM1 antagonist: 2; M4 PAM: -4; M5 ag: -12; M4 antag: 3; CRFR2-BP ag: -1.3; M5 antag: 6; CHRM4 agonist: 0; CHRM1 PAM: 4

How did Cc1ccc(S(=O)(=O)Oc2ccccc2[N+](=O)[O-])cc1 do in these assays?
CHRM5 PAM: -6; CHRM1 antagonist: -16; M4 PAM: 0; M5 ag: -8; M4 antag: 2; CRFR2-BP ag: 4.3; M5 antag: 4; CHRM4 agonist: 1; CHRM1 PAM: 2

What do the screens show for `CC1(Cc2cccc(C(N)=O)c2)C(=O)Nc2c(Cl)cccc21` (stereo not given)?
CHRM5 PAM: 3; CHRM1 antagonist: -4; M4 PAM: 6; M5 ag: 2; M4 antag: -4; M5 antag: -2; CHRM4 agonist: 2; CHRM1 PAM: 1

How did CCCc1cc(C(=O)NCc2ccco2)no1 do in these assays?
CHRM5 PAM: -2; CHRM1 antagonist: 18; M4 PAM: -3; M5 ag: 0; M4 antag: 6; CRFR2-BP ag: -2.5; M5 antag: 2; CHRM4 agonist: 1; CHRM1 PAM: -10

Results for Cc1c(C(=O)OC2CCCC2C)[nH]c2c1C(=O)CCC2 (stereo not given) ?
CHRM5 PAM: -6; CHRM1 antagonist: 0; M4 PAM: -10; M5 ag: 2; M4 antag: -2; CRFR2-BP ag: -1.2; M5 antag: 6; CHRM4 agonist: 4; CHRM1 PAM: 3

How did COc1ccc([N+](=O)[O-])cc1-n1cnnn1 do in these assays?
CHRM5 PAM: -8; CHRM1 antagonist: 3; M4 PAM: 4; M5 ag: 4; M4 antag: 5; CRFR2-BP ag: 2.1; M5 antag: 8; CHRM4 agonist: 0; CHRM1 PAM: -2

What do the screens show for `CCC(=O)Nc1ccc(NC(=O)CSc2nnc(-c3ccco3)n2CC)cc1`?
CHRM5 PAM: -5; CHRM1 antagonist: 3; M4 PAM: -2; M5 ag: -1; M4 antag: 7; CRFR2-BP ag: -0.3; M5 antag: 7; CHRM4 agonist: 1; CHRM1 PAM: 1

What do the screens show for `c1ccc2c(c1)c1c(c3ccccc32)CN2CCCC2C1` (stereo not given)?
CHRM5 PAM: -1; CHRM1 antagonist: -1; M4 PAM: 0; M5 ag: -3; M4 antag: -12; CRFR2-BP ag: 0.2; M5 antag: 10; CHRM4 agonist: 1; CHRM1 PAM: 12

What do the screens show for `Cc1ccc(-c2nc(S(=O)(=O)c3ccc(C)cc3)c(N3CCOCC3)o2)cc1`?
CHRM5 PAM: -4; CHRM1 antagonist: -1; M4 PAM: -5; M5 ag: -1; M4 antag: 2; CRFR2-BP ag: -1.3; M5 antag: -1; CHRM4 agonist: 1; CHRM1 PAM: 1

Results for COc1ccc2c(c1)c(C(=O)CN1CCCCC1)c(C)n2C ?
CHRM5 PAM: -10; CHRM1 antagonist: 10; M4 PAM: -8; M5 ag: 3; M4 antag: 6; CRFR2-BP ag: -1.0; M5 antag: 14; CHRM4 agonist: 14; CHRM1 PAM: -1

Results for Cc1ccc(S(=O)(=O)NCCC(=O)NCC(c2cccs2)N(C)C)cc1C (stereo not given) ?
CHRM5 PAM: 7; CHRM1 antagonist: -5; M4 PAM: 6; M5 ag: -1; M4 antag: 3; CRFR2-BP ag: -0.5; M5 antag: -4; CHRM4 agonist: 2; CHRM1 PAM: 7

3 compounds drawn at random from those above:
Results for Cc1c(C(=O)OC2CCCC2C)[nH]c2c1C(=O)CCC2 (stereo not given) ?
CHRM5 PAM: -6; CHRM1 antagonist: 0; M4 PAM: -10; M5 ag: 2; M4 antag: -2; CRFR2-BP ag: -1.2; M5 antag: 6; CHRM4 agonist: 4; CHRM1 PAM: 3

What do the screens show for `CC1(Cc2cccc(C(N)=O)c2)C(=O)Nc2c(Cl)cccc21` (stereo not given)?
CHRM5 PAM: 3; CHRM1 antagonist: -4; M4 PAM: 6; M5 ag: 2; M4 antag: -4; M5 antag: -2; CHRM4 agonist: 2; CHRM1 PAM: 1

What do the screens show for `CCOC(=O)CCCCC(=O)c1[nH]c(=O)[nH]c1C[n+]1ccc(C)cc1`?
CHRM5 PAM: 1; CHRM1 antagonist: 2; M4 PAM: -4; M5 ag: -12; M4 antag: 3; CRFR2-BP ag: -1.3; M5 antag: 6; CHRM4 agonist: 0; CHRM1 PAM: 4

Next section:
How did CN(CCc1ccccn1)C(=O)Nc1ccc(F)cc1 do in these assays?
CHRM5 PAM: 5; CHRM1 antagonist: -1; M4 PAM: 12; M5 ag: -2; M4 antag: -6; CRFR2-BP ag: -0.6; M5 antag: -11; CHRM4 agonist: 2; CHRM1 PAM: 8

Results for COc1ccc(S(=O)(=O)N2CCN(CC(=O)N3CCc4ccccc4C3)CC2)cc1OC ?
CHRM5 PAM: 1; CHRM1 antagonist: -5; M4 PAM: -7; M5 ag: -8; M4 antag: 7; CRFR2-BP ag: 1.2; M5 antag: -4; CHRM4 agonist: 0; CHRM1 PAM: 2

What do the screens show for `O=C(COC(=O)CNS(=O)(=O)c1ccc(F)c(F)c1F)Nc1ccc(OC(F)F)cc1`?
CHRM5 PAM: -3; CHRM1 antagonist: 6; M4 PAM: 6; M5 ag: 0; M4 antag: -8; CRFR2-BP ag: 0.6; M5 antag: -2; CHRM4 agonist: 4; CHRM1 PAM: 0

How did O=C(C[n+]1ccc2ccccc2c1)c1ccc2ccc3ccccc3c2c1 do in these assays?
CHRM5 PAM: -5; M4 PAM: -4; M5 ag: -2; M4 antag: 7; M5 antag: 3; CHRM4 agonist: 0

What do the screens show for `CCCCOc1ccccc1N`?
CHRM5 PAM: 0; CHRM1 antagonist: -5; M4 PAM: -2; M5 ag: 0; M4 antag: 3; CRFR2-BP ag: 0.0; M5 antag: -6; CHRM4 agonist: -1; CHRM1 PAM: 9

Results for Cc1ccc(S(=O)(=O)NCC(=O)N(CC(=O)NCC2CCCO2)CC2CCCO2)cc1 (stereo not given) ?
CHRM5 PAM: 2; CHRM1 antagonist: -4; M4 PAM: -4; M5 ag: 2; M4 antag: 6; CRFR2-BP ag: 1.6; M5 antag: 2; CHRM4 agonist: 0; CHRM1 PAM: 2

Results for CCC(=O)c1ccc(OCC(=O)OCC(=O)NCC2CCCO2)cc1 (stereo not given) ?
CHRM5 PAM: 8; CHRM1 antagonist: -16; M4 PAM: -6; M5 ag: 3; M4 antag: 3; CRFR2-BP ag: 2.9; M5 antag: -2; CHRM4 agonist: 0; CHRM1 PAM: 13

How did O=C(COC(=O)CN1C(=O)C2CCCCC2C1=O)Nc1ccc(S(=O)(=O)N2CCOCC2)cc1 (stereo not given) do in these assays?
CHRM5 PAM: 5; CHRM1 antagonist: -4; M4 PAM: 2; M5 ag: 2; M4 antag: 1; CRFR2-BP ag: 0.5; M5 antag: -1; CHRM4 agonist: 2; CHRM1 PAM: 1

What do the screens show for `COc1ccccc1CNC(=O)C1Cc2cc(S(=O)(=O)N3CCCCC3)ccc2N1C(C)=O` (stereo not given)?
CHRM5 PAM: 5; CHRM1 antagonist: -13; M4 PAM: -5; M5 ag: -3; M4 antag: -8; CRFR2-BP ag: -0.8; M5 antag: -11; CHRM4 agonist: 2; CHRM1 PAM: 14

What do the screens show for `CC(C)(C)c1ccc(C(=O)N2CCC2(C)C(=O)NCc2cccc3ccccc23)cc1` (stereo not given)?
CHRM5 PAM: -3; CHRM1 antagonist: -11; M4 PAM: 2; M5 ag: -2; M4 antag: -11; M5 antag: -2; CHRM4 agonist: -1; CHRM1 PAM: 0

How did Cn1c(N)c(C(=O)COC(=O)c2ccc(-c3ccccc3)cc2)c(=O)n(C)c1=O do in these assays?
CHRM5 PAM: 14; CHRM1 antagonist: -19; M4 PAM: 10; M5 ag: 6; M4 antag: -10; CRFR2-BP ag: 7.7; M5 antag: 0; CHRM4 agonist: 2; CHRM1 PAM: 10

Results for CCc1cc2cc(C(=O)N3CCN(c4ccccc4)CC3)sc2s1 ?
CHRM5 PAM: -4; CHRM1 antagonist: -10; M4 PAM: 6; M5 ag: -2; M4 antag: -3; CRFR2-BP ag: 0.5; M5 antag: 1; CHRM4 agonist: -1; CHRM1 PAM: 5

What do the screens show for `CCOC(=O)C1=C(COC(=O)/C=C/c2cccc(F)c2)NC(=O)NC1C` (stereo not given)?
CHRM5 PAM: -2; CHRM1 antagonist: 5; M4 PAM: -3; M5 ag: 3; M4 antag: 1; CRFR2-BP ag: 2.5; M5 antag: 6; CHRM4 agonist: 4; CHRM1 PAM: -4

What do the screens show for `O=C(CCC(=O)NC1CCCCCCC1)Nc1nnc(C(F)(F)F)s1`?
CHRM5 PAM: -1; CHRM1 antagonist: -4; M4 PAM: 9; M5 ag: 2; M4 antag: -2; CRFR2-BP ag: 1.3; M5 antag: 5; CHRM4 agonist: 2; CHRM1 PAM: 4

Results for O=C(COC(=O)Cn1[nH]c(=O)c2ccccc2c1=O)Nc1ncc(Cl)cc1Cl ?
CHRM5 PAM: -4; CHRM1 antagonist: -14; M4 PAM: 15; M5 ag: 1; M4 antag: -10; CRFR2-BP ag: 0.0; M5 antag: 1; CHRM4 agonist: 1; CHRM1 PAM: 15

How did CC12CCC3c4ccc(OCC(=O)O)cc4CCC3C1CCC2=O (stereo not given) do in these assays?
CHRM5 PAM: 8; CHRM1 antagonist: -13; M4 PAM: 1; M5 ag: -1; M4 antag: -2; CRFR2-BP ag: -4.1; M5 antag: 0; CHRM4 agonist: 3; CHRM1 PAM: 5

How did Cc1cccc2cc(CN(Cc3ccco3)S(=O)(=O)c3ccc4c(c3)OCCO4)c(=O)[nH]c12 do in these assays?
CHRM5 PAM: 2; CHRM1 antagonist: 2; M4 PAM: 11; M5 ag: -2; M4 antag: 1; CRFR2-BP ag: -1.8; M5 antag: 2; CHRM4 agonist: 2; CHRM1 PAM: 1

How did CCOC(=O)N1CCN(Cc2nc3c(c(=O)n(C)c(=O)n3C)n2Cc2ccccc2)CC1 do in these assays?
CHRM5 PAM: -2; CHRM1 antagonist: 8; M4 PAM: -3; M5 ag: 2; M4 antag: 3; CRFR2-BP ag: -2.7; M5 antag: 0; CHRM4 agonist: 1; CHRM1 PAM: -5

What do the screens show for `O=C(CSc1nnc(-c2ccncc2)n1-c1ccccc1)N1CCN(c2ccc(Cl)cc2)CC1`?
CHRM5 PAM: -1; CHRM1 antagonist: -10; M4 PAM: -2; M5 ag: -1; M4 antag: 6; CRFR2-BP ag: -2.7; M5 antag: -6; CHRM4 agonist: 0; CHRM1 PAM: 12
